RAM inhibit – inhibitors of the yeast RAM network, primary screen, dse1pr::URA3 reporter, 5-FOA selection; AID 868, 2007; S. cerevisiae dse1pr::URA3 reporter, 5-FOA growth OD615, 2 d; analog-sensitive cbk1-as2 kinase mutant strain; actives 1.8% (n = 190,000); inhibition, % at 50 µM;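 active means inhibition above a set limit, 3 SD over mean compound inhibition, cut at about 8.4% in these data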;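 further: 0% = DMSO-only wells with no growth and 100% = 10 µM 1-NA-PP1 full growth; inhibition rescues growth on 5-FOA so higher OD means more RAM inhibition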
APP 5'UTR act – activators of APP 5'UTR luciferase reporter, primary screen, SH-SY5Y cells. SH-SY5Y APP 5'UTR luciferase reporter, luminescence; zero percent = DMSO vehicle wells. actives 1% (n = 190,000). activation, % at 2 µM;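 active means activation above a set limit, based on mean plus 3 SD of controls, cut at about 140% in these data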; further: values of inactives mirror those of a sister screen read the other way
STAT1 inh – STAT1 signaling inhibitors, primary screen, cell-based, HTS, luciferase reporter. NIH 3T3 STAT1-luciferase reporter, IFN-gamma, luminescence. inhibition, % at 5.5 µM. actives 0.35% (n = 200,000);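 active means inhibition above a set limit, the mean inhibition across all tested compounds plus 3 SD, cut at about 34% in these data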;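 further: 0% = IFN-gamma with DMSO and 100% = IFN-gamma with 300 µM nifuroxazide; values of inactives mirror those of a sister screen read the other way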
STAT3 activator – IL-6 driven STAT3 reporter potentiators, primary screen, U3A cells, luciferase, luminescence, MLSCN library | IL-6 STAT3-luciferase reporter; 100% = signal with IL-6 EC80 alone | activation (% of control), % at 5.6 µM | actives 0.91% (n = 190,000);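 active means activation above the screen-wide mean of compound activation plus 3 SD, cut at about 130% in these data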;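 further: 0% = background luminescence of wells with medium and substrate only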
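System – human U3A cells carrying STAT3-luciferase construct · Probe or stimulus – Interleukin-6, 33 ng/mL · Schedule – compound 1 h, then IL-6 6 h at 37 °C · Signal – luminescence from STAT3-driven luciferase reporter · Evaluation – percent of IL-6-only median luminescence · Benchmarks – IL-6-only high control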
STAT1 act – STAT1 signaling activators, primary screen, cell-based, HTS, luciferase reporter. NIH 3T3 STAT1-luciferase reporter, IFN-gamma, luminescence; 100% = IFN-gamma alone, no compound. actives 2.6% (n = 200,000). activation (% of control), % at 5.5 µM;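 active means activation above the screen-wide mean activation plus 3 SD, cut at about 130% in these data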;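 further: raw ratio to IFN-gamma control signal so 100% means no change and 0% no light; values of inactives mirror those of a sister screen read the other way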
NF-kB neuron act – activators of NF-kB expression in neurons, primary screen, cell-based, HTS; actives 1.6% (n = 190,000); fold change at 12.5 µM; human neuronal cells, NF-kB reporter expression; hits give high values; in the data active means fold change above about 3.3
STAT3 inh – IL-6 driven STAT3 reporter inhibitors, primary screen, U3A cells, luciferase, luminescence, MLSCN library. IL-6 STAT3-luciferase reporter; host cell line lacks STAT1. inhibition, % at 5.5 µM. actives 0.89% (n = 190,000). AID 862, 2007;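 active means inhibition above the mean inhibition across all screened compounds plus 3 SD, cut at about 44% in these data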;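 further: 0% = DMSO only wells and 100% = 100 µM nifuroxazide control wells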
FLuc inh counter – firefly luciferase enzyme inhibitors, primary screen, artefact control for luciferase-based inhibitor screens, biochemical, luminescence, ATPLite; Luciferin 4-monooxygenase (Photinus pyralis), P08659; 10 min; inhibition, % at 10 µM; actives 1.5% (n = 200,000); AID 1006, 2008;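 active means inhibition above about 50% when tested at 10 µM, limit read from the data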
Target sequence (P08659 whole entry, looked up): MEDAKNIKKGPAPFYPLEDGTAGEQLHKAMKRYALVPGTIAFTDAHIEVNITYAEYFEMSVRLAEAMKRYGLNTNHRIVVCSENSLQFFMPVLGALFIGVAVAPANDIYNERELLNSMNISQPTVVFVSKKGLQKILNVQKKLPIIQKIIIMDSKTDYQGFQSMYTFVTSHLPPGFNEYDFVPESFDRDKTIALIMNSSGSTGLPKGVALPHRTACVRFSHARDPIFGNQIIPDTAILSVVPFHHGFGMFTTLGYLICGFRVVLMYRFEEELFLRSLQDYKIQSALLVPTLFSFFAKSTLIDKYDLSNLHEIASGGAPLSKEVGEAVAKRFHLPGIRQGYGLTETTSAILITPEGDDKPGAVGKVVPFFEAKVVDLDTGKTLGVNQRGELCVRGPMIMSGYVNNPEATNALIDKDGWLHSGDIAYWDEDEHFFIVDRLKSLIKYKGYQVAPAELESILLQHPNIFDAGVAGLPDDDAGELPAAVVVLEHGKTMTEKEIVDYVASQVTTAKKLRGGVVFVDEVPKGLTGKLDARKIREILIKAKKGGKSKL
Hsp70 act – Hsp70 transcriptional activators, primary screen, cell-based, HeLa, Hsp70 promoter luciferase, luminescence, 10 µM; actives 0.04% (n = 200,000); HeLa Hsp70 promoter luciferase reporter; scaled: vehicle 0, proteasome-inhibitor control 100%; AID 1203, 2008; activation, % at 10 µM;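 active means activation above the mean across all tested compounds plus 3 SD, cutoff set per campaign, cut at about 5.5% in these data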;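 further: 100% = MG132 at 30 µM as the positive control and 0% = DMSO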
APP transl inh – inhibitors of APP translation via 5'UTR reporter, primary screen, APP 5'UTR luciferase, SH-SY5Y cells; AID 1285, 2008; SH-SY5Y APP 5'UTR-luciferase reporter, luminescence; actives 0.82% (n = 190,000); inhibition, % at 2 µM;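 active means inhibition above a set limit, derived from the sample mean plus 3 SD, cut at about 45% in these data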; further: values of inactives mirror those of a sister screen read the other way
* hit, by the source's call; · = not tested or not shown.

1	COc1cc(OC)cc(-c2nc(-c3ccc(Br)cc3)no2)c1
2	COc1cccc(OCc2cc(/C=N/NC(=O)c3nc(Cl)c(Cl)c(N)c3Cl)ccc2OC)c1
3	Cc1ccc(C)c(NC(=O)COc2cccc3c2CCN(Cc2ccccc2)C3=O)c1
4	COc1cc2c(cc1NC(=O)COC(=O)[C@@H](NC(=O)c1ccccc1F)C(C)C)oc1ccccc12
5	O=[N+]([O-])c1cccc(-c2ccc3nnc(SCc4ccccn4)n3n2)c1
6	O=C1NC(=O)C2C1C(c1ccc([N+](=O)[O-])cc1)=NN2Cc1ccccc1 (stereo unspecified)
7	O=C(CSc1cccc2cccnc12)OCC(=O)c1ccccc1
8	Cc1ccc([N+](=O)[O-])cc1NC(=O)CN1CCC(C)CC1
9	CCOC(=O)c1sc2ncn(C(C)C(=O)OC)c(=O)c2c1C (stereo unspecified)
10	O=C(CSc1ncnc2sc3c(c12)CCCC3)N1CCC(c2noc3ccc(F)cc23)CC1

assay / entry | 1 | 2 | 3 | 4 | 5 | 6 | 7 | 8 | 9 | 10
RAM inhibit | 4.8 | 1.9 | 0.6 | 6.6 | 0.6 | 0.5 | 2.0 | -0.3 | -0.1 | 1.7
APP 5'UTR act | -5 | -8 | 16 | 36 | 21 | -6 | 2 | 9 | 14 | -1
STAT1 inh | -1 | -6 | -8 | -10 | -4 | 4 | -4 | 7 | -2 | -6
STAT3 activator | 91 | 122 | 104 | 99 | 92 | 105 | 102 | 108 | 95 | 102
STAT1 act | 101 | 105 | 107 | 109 | 103 | 95 | 104 | 94 | 100 | 105
NF-kB neuron act | 1.8 | 0.97 | 1.1 | 1.2 | 0.9 | 0.92 | 1.1 | 1.1 | 1.3 | 0.53
STAT3 inh | 13 | -19 | -6 | 5 | 11 | -3 | 5 | -1 | 7 | 4
FLuc inh counter | -1 | -5 | -4 | -3 | -7 | -9 | -7 | 1 | 4 | -2
Hsp70 act | 0.2 | -0.1 | -0.2 | -0.1 | 0.2 | -0.1 | -0.5 | 0.1 | -0.2 | -0.1
APP transl inh | 5 | 8 | -16 | -36 | -21 | 6 | -2 | -9 | -14 | 1

11	O=C(c1ccccc1S(=O)(=O)NCc1ccccc1)N1CCCCC1
12	COCC1CCCN(Cc2nc(Cc3ccccc3)no2)C1 (stereo unspecified)
13	C=CCOC(=O)C(=O)/C=C/c1c(C)n(C)n(-c2ccccc2)c1=O
14	CCOC(=O)c1c(C)[nH]c(C)c1C(=O)COC(=O)c1cccc(C)c1O
15	Cc1ccc(N2CC(C(=O)NCc3cccnc3)CC2=O)cc1 (stereo unspecified)
16	O=C(NCCOC(=O)c1ccccc1C(=O)OCCNC(=O)c1cccnc1)c1cccnc1
17	O=C(NCc1ccc2c(c1)OCO2)NC1CCCCC1
18	C=CCn1c(SCC(=O)NC(=O)c2cccc([N+](=O)[O-])c2)nnc1-c1ccccc1F
19	COc1nc(Nc2ccc(C(C)=O)cc2)nc(OC)n1
20	CC(C)(C)c1ccc(C(=O)NNC(=O)c2ccccc2Br)cc1

assay / entry | 11 | 12 | 13 | 14 | 15 | 16 | 17 | 18 | 19 | 20
RAM inhibit | -0.1 | 1.0 | 0.2 | 3.0 | 0.3 | 0.5 | 2.1 | 4.0 | -0.1 | 4.7
APP 5'UTR act | 0 | 5 | 3 | 16 | 2 | 5 | 6 | -13 | -19 | 21
STAT1 inh | · | -7 | -2 | 9 | 4 | 0 | -14 | -3 | 3 | -8
STAT3 activator | · | 107 | · | 81 | 101 | 97 | 109 | 100 | 90 | 105
STAT1 act | · | 105 | 104 | 91 | 97 | 100 | 110 | 102 | 98 | 107
NF-kB neuron act | 1 | 1.2 | 1.3 | 1.4 | 1 | 0.94 | 1.3 | 0.96 | 1.1 | 1.1
STAT3 inh | · | -4 | · | 24 | 3 | 11 | -4 | 2 | 18 | 5
FLuc inh counter | -5 | -7 | -9 | -2 | -4 | -9 | 1 | -4 | -2 | 32
Hsp70 act | · | -0.2 | 0.2 | 0.4 | -0.2 | -0.2 | 0.4 | 0.0 | -0.3 | -0.1
APP transl inh | 0 | -5 | -2 | -16 | -2 | -5 | -6 | 13 | 19 | -21

21	O=C1CCCCC1Sc1nnc(-c2ccc3c(c2)OCO3)o1 (stereo unspecified)
22	Cc1cc(=O)oc2cc(OCc3ccc(C(=O)N4CCN(c5ccc([N+](=O)[O-])cc5)CC4)cc3)ccc12
23	COc1ccc2c(CC(=O)N3CCc4ccccc43)coc2c1
24	CC(C)(C)NC(=O)c1ccc2nccnc2c1
25	COc1ccc(C2/C(=C(/O)c3ccccc3)C(=O)C(=O)N2c2ccccn2)c(OC)c1 (stereo unspecified)
26	O=C(CN1C(=O)COc2ccccc21)Nc1ccc(F)cc1
27	COc1ccccc1Oc1ccc(N/C=C/C(=O)c2ccco2)cc1
28	O=C(NCc1ccco1)c1ccc(=O)oc1
29	CN(C)CC(=O)Nc1ccc2cn[nH]c2c1
30	Cc1cc2oc(=O)cc(CN3CCOCC3)c2cc1C

assay / entry | 21 | 22 | 23 | 24 | 25 | 26 | 27 | 28 | 29 | 30
RAM inhibit | 1.6 | 3.8 | 7.1 | 0.7 | -0.5 | 5.2 | 2.6 | 0.7 | 1.5 | 0.2
APP 5'UTR act | 178* | -1 | 142* | 7 | 2 | 79 | 72 | 9 | -3 | 10
STAT1 inh | 87* | 2 | -29 | -8 | -1 | 9 | -46 | 5 | -11 | -3
STAT3 activator | 13 | 92 | 101 | 99 | 102 | 104 | 103 | 101 | 105 | 113
STAT1 act | 18 | 99 | 127 | 107 | 101 | 92 | 143* | 95 | 108 | 103
NF-kB neuron act | 1.1 | 1 | 4.9* | 1.1 | 1 | 1.9 | 5.2* | 1.1 | 1 | 1.1
STAT3 inh | 105* | 9 | 4 | 5 | -2 | 0 | -4 | 5 | 0 | -15
FLuc inh counter | 89* | -11 | 42 | -6 | -9 | -5 | 32 | -3 | -5 | -5
Hsp70 act | -0.6 | -0.3 | 0.3 | -0.2 | -0.3 | -0.2 | 0.0 | -0.3 | -0.2 | -0.1
APP transl inh | -178 | 1 | -142 | -7 | -2 | -79 | -72 | -9 | 3 | -10

Pulled by compound from the entries so far:
28	O=C(NCc1ccco1)c1ccc(=O)oc1
27	COc1ccccc1Oc1ccc(N/C=C/C(=O)c2ccco2)cc1
29	CN(C)CC(=O)Nc1ccc2cn[nH]c2c1
4	COc1cc2c(cc1NC(=O)COC(=O)[C@@H](NC(=O)c1ccccc1F)C(C)C)oc1ccccc12

assay / entry | 28 | 27 | 29 | 4
RAM inhibit | 0.7 | 2.6 | 1.5 | 6.6
APP 5'UTR act | 9 | 72 | -3 | 36
STAT1 inh | 5 | -46 | -11 | -10
STAT3 activator | 101 | 103 | 105 | 99
STAT1 act | 95 | 143* | 108 | 109
NF-kB neuron act | 1.1 | 5.2* | 1 | 1.2
STAT3 inh | 5 | -4 | 0 | 5
FLuc inh counter | -3 | 32 | -5 | -3
Hsp70 act | -0.3 | 0.0 | -0.2 | -0.1
APP transl inh | -9 | -72 | 3 | -36

Following part.
31	COc1ccc(/C=C2\SC(=O)N(CCC(=O)Nc3ccccc3)C2=O)cc1OC
32	Cc1nc(N)nc(OCC(F)(F)C(F)F)c1Br
33	COc1cc(CN/C(C)=C(\C#N)C(N)=O)cc(OC)c1OC
34	COc1ccc2c(Cl)c(C(=O)NN)sc2c1
35	O=C(NC(=S)N1CCCc2ccccc21)c1ccc([N+](=O)[O-])cc1
36	CCn1c(=O)c(C(=O)NCCN2CCCCC2)c(O)c2ccccc21
37	Cc1nc([N+](=O)[O-])c(Br)n1CC(=O)c1ccc(Cl)cc1
38	COc1ccc([C@@H]2C[C@H]3CN(Cc4ccccc4OC)C(=O)[C@]34CCCN24)cc1C
39	Cc1ccc(-c2nc(N)sc2CC(=O)OCC(=O)N2C(C)CCCC2C)cc1 (stereo unspecified)
40	Cc1cccc(CSc2nnnn2-c2ccccc2)c1

assay / entry | 31 | 32 | 33 | 34 | 35 | 36 | 37 | 38 | 39 | 40
RAM inhibit | 13* | 0.9 | 0.7 | 0.9 | -0.6 | -0.2 | 1.8 | -0.9 | -0.9 | 1.1
APP 5'UTR act | -2 | 7 | -9 | 20 | -3 | 5 | 13 | -11 | -6 | -9
STAT1 inh | 4 | 0 | 5 | -4 | -11 | 6 | 5 | -8 | 1 | -8
STAT3 activator | 102 | 102 | 100 | 94 | 102 | 97 | 101 | 104 | 107 | 108
STAT1 act | 97 | 100 | 94 | 104 | 107 | 94 | 95 | 106 | 99 | 108
NF-kB neuron act | 1.1 | 1.1 | 0.6 | 1.3 | 0.74 | 0.99 | 0.85 | 1.3 | 0.78 | 1.1
STAT3 inh | 0 | 1 | 7 | 12 | 8 | 9 | 5 | -1 | -5 | -9
FLuc inh counter | -3 | -4 | -7 | -4 | -2 | -8 | -4 | 1 | -1 | -4
Hsp70 act | -0.2 | -0.4 | 0.2 | -0.1 | 0.0 | 0.6 | -0.4 | -0.6 | -0.3 | -0.2
APP transl inh | 2 | -7 | 9 | -20 | 3 | -6 | -13 | 11 | 6 | 9

41	CCOC(=O)C[n+]1c(C)ccc2c1CCC2
42	CCOc1ccc2nc(-c3ccc(OC)c(OC)c3)cc(C(=O)O)c2c1
43	COc1ccc(N2C(=O)CSC23CCC(C(C)(C)C)CC3)cc1 (stereo unspecified)
44	CCCc1ccccc1OCCNC(=O)c1cc(=O)n(C)c(=O)n1C
45	Cc1ccnc(NC(=O)CCC(=O)N(CC(=O)NC(C)(C)C)c2ccc(F)c(Cl)c2)c1
46	c1ccc(CN2CCC(Nc3ncnc4sccc34)CC2)cc1
47	Cc1cc(C)nc(SCNC(=O)c2ccccc2)n1

assay / entry | 41 | 42 | 43 | 44 | 45 | 46 | 47
RAM inhibit | -1.5 | 7.2 | 3.3 | -1.0 | 0.5 | 3.8 | 0.1
APP 5'UTR act | 6 | -2 | 3 | 6 | -11 | 0 | 4
STAT1 inh | -1 | 8 | 5 | 27 | 7 | 16 | 3
STAT3 activator | 100 | 103 | 109 | 89 | 94 | 68 | 98
STAT1 act | 104 | 92 | 95 | 74 | 92 | 84 | 94
NF-kB neuron act | 1 | 0.95 | 1.1 | 0.97 | 0.8 | 0.76 | 1.1
STAT3 inh | 2 | 0 | -5 | 20 | 11 | 41 | 4
FLuc inh counter | -9 | -1 | -5 | -4 | -6 | -7 | -5
Hsp70 act | 0.0 | 0.0 | -0.1 | 0.1 | 0.0 | -0.3 | -0.1
APP transl inh | -6 | 2 | -3 | -6 | 11 | 0 | -4

Compound activity deposited in PubChem by several laboratories.

Random draw from the library; any-hit rate near 7.7%.
